High-throughput results: PubChem BioAssay, NCI
Growth percent in the NCI-60 one-dose screen (48 h, 10 µM unless noted): 100 = growth as untreated, 0 = no growth, -100 = all killed.
SK-MEL-5 = SK-MEL-5 melanoma; hit rate 6.4% among 80,000
EKVX = EKVX NSCLC | hit rate 3% among 71,000
UACC-62 = UACC-62 melanoma; hit rate 5.4% among 81,000
HOP-92 = HOP-92 NSCLC cells. hit rate 6.3% among 71,000. AID 1794738
SK-MEL-28 = SK-MEL-28 melanoma | hit rate 4.1% among 81,000
UACC-257 = UACC-257 melanoma; hit rate 4.4% among 78,000
M14 = M14 melanoma. hit rate 6.2% among 80,000. AID 1794745
A549/ATCC = A549/ATCC NSCLC. hit rate 3.7% among 81,000. AID 1794740
* hit, by the source's call; . = not tested or not shown; & = joins results of further samples. The calls were made as follows: active = growth percent below 10; inactive = the rest. Rows were taken by chance; 9.8% or so of the library scored in one or more.

Each structure is followed by: SK-MEL-5 | EKVX | UACC-62 | HOP-92 | SK-MEL-28 | UACC-257 | M14 | A549/ATCC
1. Cn1cc(-c2csc(-c3cn(CCCN4CCOCC4)c4ccc(F)cc34)n2)c2cccnc21
    25 | 63 | 72 | 41 | 78 | 78 | 46 | 66
2. NC(=O)c1ccc[n+]([C@@H]2O[C@H](COP(=O)([O-])OP(=O)(O)OC[C@H]3O[C@@H](n4cnc5c(N)ncnc54)[C@H](O)[C@@H]3O)[C@@H](O)[C@H]2O)c1
    112 | 106 | 119 | 111 | 103 | 108 | 104 | 105
3. S=C(Nc1ccc(Cl)cc1)Nc1ccc(Nc2ncnc3sc4c(c23)CCN(Cc2ccccc2)C4)cc1
    92 | 89 | 79 | 77 | 102 | 108 | 98 | 99
4. Cc1cccc(NC(=O)Nc2ccc(Oc3ccc(=O)[nH]n3)cc2)c1
    96 | 93 | 95 | 99 | 100 | 75 | 95 | 74
5. C/C=C(C)/C=N/Nc1nc(-c2ccc(Cl)cc2)cs1
    86 | 80 | 82 | 96 | 103 | 95 | 94 | 94
6. N#Cc1cccc(CN2CCC3=C(C2)C(=O)N(Cc2ccc(Cl)cc2)C2=NCCCN23)c1
    8.1* | 29 | 25 | 26 | 45 | 14 | . | 29
7. Cc1ccc(C2CC(c3nc(-c4ccc(Cl)cc4)oc3C)=NN2C(=O)c2ccncc2)cc1 (stereo not drawn)
    92 | 91 | 72 | 80 | 92 | 97 | 94 | 84
8. NC(C/[N+]([O-])=N/O)C(=O)O (stereo not drawn)
    91 | 98 | 97 | 66 | . | 84 | 98 | 102
9. CC(=O)C(Cc1ccc(CC(C(C)=O)C(C)=O)cc1)C(C)=O
    100 | 98 | 100 | 131 | 116 | 105 | 103 | 110
10. O=C1CSC(=O)N1Cc1cc2ccccc2nc1Cl
    100 | 99 | 94 | 95 | 109 | 103 | 103 | 100
11. Clc1ccc(Nc2nnc(-c3c[nH]c4ccccc34)o2)cc1
    88 | 55 | 65 | 71 | 91 | 84 | 81 | 69
12. C=C(CN=[N+]=[N-])[C@@H]1CC[C@]2(C(=O)OC)CC[C@]3(C)[C@H](CC[C@@H]4[C@@]5(C)CCC(=O)C(C)(C)[C@@H]5CC[C@]43C)[C@@H]12
    93 | 91 | 80 | 59 | 94 | 81 | 86 | 79
13. O=C1CCC(=O)N1CC(O)COc1ccccc1 (stereo not drawn)
    109&108 | 113&92 | 110&100 | . | 111&108 | 107&111 | 119&102 | 99&107
14. CC1CCCc2c1nc1nc(=S)n(-c3ccccc3)c(N)c1c2-c1ccc(Cl)cc1 (stereo not drawn)
    88 | 69 | 80 | 74 | 106 | 94 | 83 | 81
15. COc1ccc2cc(C#Cc3ccc(-n4c(/C=C/c5cc(OC)c(OC)c(OC)c5)nc5ccccc5c4=O)c(C)c3)ccc2c1
    26 | 87 | 39 | 81 | 90 | 73 | 78 | 88
16. CC(=O)Oc1ccc2cc(-c3ccccc3)c(=O)oc2c1
    100 | 87 | 89 | 111 | 111 | 104 | 104 | 94
17. Cc1cccc(C)c1NC(=O)Nc1cccc(C(F)(F)F)c1
    95 | 86 | 88 | 95 | 100 | 100 | 92 | 99
18. Clc1nc(Cl)c2c(ccn2Cc2ccccc2)n1
    98 | 97 | 95 | 86 | 106 | 93 | 80 | 100
19. O=S(=O)(OCCOS(=O)(=O)c1ccccc1)c1ccccc1
    94 | . | 95 | 99 | 112 | 97 | 92 | 93
20. COc1cc(-c2ncn(/C=C\c3nnco3)n2)cc(C(F)(F)F)c1
    -12* | 62 | 13 | 61 | 6.8* | 53 | . | 17

Profiles as entered above. Values in the order: SK-MEL-5, EKVX, UACC-62, HOP-92, SK-MEL-28, UACC-257, M14, A549/ATCC
Entry for S=C(Nc1ccc(Cl)cc1)Nc1ccc(Nc2ncnc3sc4c(c23)CCN(Cc2ccccc2)C4)cc1 = 92, 89, 79, 77, 102, 108, 98, 99
Entry for Cc1cccc(C)c1NC(=O)Nc1cccc(C(F)(F)F)c1 = 95, 86, 88, 95, 100, 100, 92, 99

Additional records follow.
Each structure is followed by: SK-MEL-5 | EKVX | UACC-62 | HOP-92 | SK-MEL-28 | UACC-257 | M14 | A549/ATCC
21. COc1cc(/C=C/C(=O)c2ccc(NC(=O)CSc3nnc(-c4ccccc4)o3)cc2)cc(OC)c1OC
    99 | 86 | 94 | 96 | 112 | 72 | 96 | 72
22. CCN(CC)C(=O)CSc1ccc(Cl)nn1
    100 | . | 104 | 99 | 102 | 99 | 104 | 100
23. Cc1cc(=O)oc2cc(N(C)C)ccc12
    84 | 68 | 102 | 81 | 110 | 127 | 95 | 100
24. O=C(c1cc(-c2ccc(Cl)cc2)nc2ccccc12)N1N=C(c2ccccc2)CC1c1cc(-c2ccccc2)nn1-c1ccccc1 (stereo not drawn)
    79 | 81 | 79 | 85 | 73 | 95 | 65 | 80
25. O=C1N(Cc2ccccc2)C(=O)C(Cc2ccccc2)(Cc2ccccc2)C(=O)N1Cc1ccccc1
    88 | . | 77 | 75 | 92 | 77 | 78 | 76
26. Nc1ncnc2sc(-c3ccc(Cl)cc3)c(-c3ccccc3)c12
    92 | . | 101 | 70 | 88 | 99 | 86 | 86
27. O=c1cnn(C2OC(COP(=O)(O)O)C(O)C2O)c(=O)[nH]1 (stereo not drawn)
    86 | . | 84 | . | 98 | . | 95 | .
28. N#Cc1c(-c2ccc(F)cc2)nc(SCc2nc3ccccc3[nH]2)nc1N1CCOCC1
    94 | 98 | 64 | 68 | 97 | 97 | 101 | 80
29. OC(CN1CCCCC1)c1cc(Cl)cc(Cl)c1 (stereo not drawn)
    100 | 107 | 104 | 82 | 116 | 112 | 94 | 98
30. C/C(=N\NC(N)=O)c1ccc(Cl)cc1
    108 | 79 | . | 100 | 106 | 102 | 106 | 98
31. O=C(O)CNC(=O)CSc1nnc(-c2ccc(NC(=O)c3cccnc3)cc2)o1
    101 | 112 | 98 | 121 | 120 | 99 | 109 | 103
32. CCSc1nnc2n(Cc3ccccc3)c(=O)c3c(C)c(C(N)=O)sc3n12
    96 | 99 | 98 | . | 109 | 100 | 112 | 97
33. Cc1ccc2nc(C)c(-c3nnc(SCCC(C)C)o3)n2c1
    96 | 84 | 83 | 82 | 98 | 89 | 97 | 93
34. NC(N)=N/N=C/c1ccc(-c2ccc(-c3cc(Cl)cc(Cl)c3)s2)cc1
    87 | 96 | 48 | 30 | 97 | 106 | 94 | -71*
35. C=CCn1c2c(c3ccccc31)CC1CN(c3ccc(OC)cc3)C(=O)C1C2C(=O)O (stereo not drawn)
    99 | 100 | 101 | 85 | 103 | 100 | 101 | 99
36. NC(N)=Nc1ccc(Oc2cccc(NC(N)=Nc3ccc(Cl)c(C(F)(F)F)c3)c2)cn1
    32 | 65 | 40 | -1.3* | 62 | 61 | . | 43
37. OC1C2COC(O2)C(O)C1O (stereo not drawn)
    110 | 99 | . | 151 | 122 | 107 | 136 | 116
38. Cc1ccc(-c2c(C#N)c(N)nc3c2CCCC3C)cc1 (stereo not drawn)
    97 | 97 | 75 | 72 | 126 | 112 | 106 | 89
39. COc1ccc2cc(CCC(C)=O)ccc2c1
    . | 93 | 106 | . | 109 | 96 | 116 | 93
40. O=C(/C=C/c1ccccc1)c1ccc(N=Cc2ccccc2)cc1
    100 | . | 101 | 93 | 112 | 100 | 95 | 91

The listing continues:
Labels used below – A = SK-MEL-5; B = EKVX; C = UACC-62; D = HOP-92; E = SK-MEL-28; F = UACC-257; G = M14; H = A549/ATCC
41	CC(C)(C)CC(C)(C)Nc1nc(NC(C)(C)CC(C)(C)C)nc(NC(C)(C)CC(C)(C)C)n1
  A: 98; B: 83; C: 89; D: .; E: 99; F: 99; G: 108; H: 84

42	Cc1cc(C)c2c(Cn3nnc(N)c3C#N)cc(=O)oc2c1
  A: 89; B: 94; C: 91; D: 89; E: 90; F: 77; G: 84; H: 80

43	COc1cc(-c2cnnn2-c2nonc2N)cc(OC)c1OC
  A: 98; B: .; C: 103; D: 94; E: 104; F: 102; G: 105; H: 108

44	O=C(Nc1cc(C(F)(F)F)cc(C(F)(F)F)c1)Nc1ccccc1B(F)F
  A: 70; B: .; C: 72; D: 38; E: 100; F: .; G: 95; H: 41

45	Nc1nc2c(ncn2C2OC3COP(=O)(O)OC4C(COP(=O)(O)OC2C3O)OC(n2cnc3c(N)ncnc32)C4O)c(=O)[nH]1 (stereo not drawn)
  A: 106; B: .; C: 103; D: 109; E: 113; F: 112; G: 106; H: 109

46	CCCCN1C(=O)C(O)(CC(=O)c2cc3ccccc3oc2=O)c2ccccc21 (stereo not drawn)
  A: 100; B: 92; C: 85; D: 114; E: 110; F: 106; G: 96; H: 110

47	NC1=NC(c2ccccc2)C2=C(N1)/C(=C/c1ccccc1)CCC2 (stereo not drawn)
  A: 99; B: 95; C: 77; D: .; E: 102; F: 84; G: 62; H: 87

48	COc1cnc2c(c1)C(=O)c1c-2n(CCCNCCO)c(=O)c2cc(OC)c(OC)cc12
  A: 12; B: 88; C: -2.9*; D: 54; E: 70; F: 68; G: 23; H: 43

49	COc1ccc(-c2nc3ccc(-c4nnc(SCC(=O)Nc5ccc(C(=O)/C=C/c6ccc(Cl)cc6)cc5)o4)cc3[nH]2)cc1
  A: 99; B: 100; C: 94; D: 95; E: 101; F: 107; G: 105; H: 105

50	[2H]c1c([2H])c(C2([2H])C([2H])NC([2H])C([2H])C2[2H])c([2H])c([2H])c1-n1cc2cccc(C(N)=O)c2n1 (stereo not drawn)
  A: 92; B: 88; C: 85; D: 91; E: 98; F: 108; G: 85; H: 67

51	CCCCCCc1ccc(C(O)CN(CCCCC)CCCCC)cc1 (stereo not drawn)
  A: 93; B: 82; C: 87; D: .; E: 99; F: 91; G: 90; H: 88

52	COc1ccc(-n2c(=O)nc(NCc3ccc(C(C)(C)C)cc3)[nH]c2=O)cc1
  A: 102; B: .; C: 102; D: .; E: 101; F: .; G: 107; H: 116

53	CC(=O)NC1CCC(OC(=O)Nc2ccccc2)CC1 (stereo not drawn)
  A: 110; B: 105; C: 97; D: 102; E: 106; F: 98; G: 97; H: 89

54	CC1(C)NC2=C(C(Nc3cccnc3)N1)C(c1ccc(O)cc1)C(C(=O)c1ccc(N=[N+]=[N-])cc1)O2 (stereo not drawn)
  A: 103; B: 105; C: 98; D: 91; E: 107; F: 99; G: 96; H: 98

55	OC(CCN1CCCCC1)(c1ccccc1)c1ccccc1
  A: 97; B: 99; C: 106; D: 86; E: 112; F: 100; G: 99; H: 104

56	O=C1c2ccc3c4ccc5c6c(ccc(c7ccc(c2c37)C(=O)N1CCC[P+](c1ccccc1)(c1ccccc1)c1ccccc1)c64)C(=O)N(CCC[P+](c1ccccc1)(c1ccccc1)c1ccccc1)C5=O
  A: 18; B: 46; C: 55; D: 77; E: 15; F: 21; G: 19; H: 44

57	COc1ccccc1/C=C/C(=O)CCC(=O)O
  A: 109; B: 105; C: 108; D: .; E: 110; F: 115; G: 100; H: 108

58	S=c1oc(-c2cc(-c3ccccc3)nc3ccccc23)nn1CN1CCOCC1
  A: 97; B: 104; C: 78; D: 78; E: 115; F: 100; G: 103; H: 97

59	COc1ccc(/C=C2\CCC3=C2Nc2nc(SC)[nH]c(=O)c2C3c2ccc(OC)cc2)cc1 (stereo not drawn)
  A: 87; B: .; C: 92; D: .; E: 107; F: 93; G: 97; H: 86

60	Nc1nc(Nc2ccccc2Cl)cc(=O)[nH]1
  A: 104; B: 120; C: 96; D: 98; E: 99; F: 71; G: 105; H: 88

Compounds listed so far containing an NH in an aromatic ring, in the order listed:
Labels used below – A = SK-MEL-5; B = EKVX; C = UACC-62; D = HOP-92; E = SK-MEL-28; F = UACC-257; G = M14; H = A549/ATCC
4	Cc1cccc(NC(=O)Nc2ccc(Oc3ccc(=O)[nH]n3)cc2)c1
  A: 96; B: 93; C: 95; D: 99; E: 100; F: 75; G: 95; H: 74

11	Clc1ccc(Nc2nnc(-c3c[nH]c4ccccc34)o2)cc1
  A: 88; B: 55; C: 65; D: 71; E: 91; F: 84; G: 81; H: 69

27	O=c1cnn(C2OC(COP(=O)(O)O)C(O)C2O)c(=O)[nH]1 (stereo not drawn)
  A: 86; B: .; C: 84; D: .; E: 98; F: .; G: 95; H: .

28	N#Cc1c(-c2ccc(F)cc2)nc(SCc2nc3ccccc3[nH]2)nc1N1CCOCC1
  A: 94; B: 98; C: 64; D: 68; E: 97; F: 97; G: 101; H: 80

45	Nc1nc2c(ncn2C2OC3COP(=O)(O)OC4C(COP(=O)(O)OC2C3O)OC(n2cnc3c(N)ncnc32)C4O)c(=O)[nH]1 (stereo not drawn)
  A: 106; B: .; C: 103; D: 109; E: 113; F: 112; G: 106; H: 109

49	COc1ccc(-c2nc3ccc(-c4nnc(SCC(=O)Nc5ccc(C(=O)/C=C/c6ccc(Cl)cc6)cc5)o4)cc3[nH]2)cc1
  A: 99; B: 100; C: 94; D: 95; E: 101; F: 107; G: 105; H: 105

52	COc1ccc(-n2c(=O)nc(NCc3ccc(C(C)(C)C)cc3)[nH]c2=O)cc1
  A: 102; B: .; C: 102; D: .; E: 101; F: .; G: 107; H: 116

59	COc1ccc(/C=C2\CCC3=C2Nc2nc(SC)[nH]c(=O)c2C3c2ccc(OC)cc2)cc1 (stereo not drawn)
  A: 87; B: .; C: 92; D: .; E: 107; F: 93; G: 97; H: 86

60	Nc1nc(Nc2ccccc2Cl)cc(=O)[nH]1
  A: 104; B: 120; C: 96; D: 98; E: 99; F: 71; G: 105; H: 88
